FBW7 activator: activators of human E3 ligase FBW7; Q969H0; AlphaScreen FBW7–phospho-cyclin E peptide binding, activator screen; normalized activity (activation), % at 26.1 µM; hit rate 0.13% among 650,000; AID 1259310; in the data active = normalized activity above about 1.9%;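 also: purified mutant Fbw7 with reduced substrate affinity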
GPR151 activ: human GPR151 activation | PathHunter beta-arrestin GPR151 cells, luminescence | activation, % at 11.2 µM | hit rate 1% among 650,000 | AID 1508602; in the data active = activation above about 4.9%;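 also: 0% = median of compound wells and 100% = cells with positive control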
Target sequence (Q8TDV0 whole entry, looked up): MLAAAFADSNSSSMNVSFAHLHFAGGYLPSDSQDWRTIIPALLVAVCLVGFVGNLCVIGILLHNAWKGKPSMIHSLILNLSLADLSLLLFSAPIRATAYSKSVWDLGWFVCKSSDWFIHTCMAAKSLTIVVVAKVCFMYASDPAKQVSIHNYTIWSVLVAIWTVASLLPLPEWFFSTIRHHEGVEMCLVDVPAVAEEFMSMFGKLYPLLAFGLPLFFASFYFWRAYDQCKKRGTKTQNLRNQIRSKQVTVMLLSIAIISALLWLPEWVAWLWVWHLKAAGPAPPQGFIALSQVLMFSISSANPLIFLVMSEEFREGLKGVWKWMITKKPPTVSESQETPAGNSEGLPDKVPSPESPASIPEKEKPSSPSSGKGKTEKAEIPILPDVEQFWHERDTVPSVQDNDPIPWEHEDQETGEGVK
TEAD-YAP block: TEAD-YAP interaction inhibition; HEK-TIYL cells, TEAD-Gal4/YAP UAS-luciferase luminescence; inhibition, % at 9.12 µM; hit rate 1.4% among 640,000; in the data active = inhibition above about 32%;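 also: 0% = median of test compound wells and 100% = reference inhibitor wells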
MITF inh: blocks human microphthalmia-associated transcription factor; O75030; AlphaScreen MITF homodimerization, bead proximity signal; inhibition, % at 2.6 µM; hit rate 0.91% among 650,000; AID 1259374; in the data active = inhibition above about 50%;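 also: 0% = vehicle wells with protein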
Target sequence (O75030 whole entry, looked up): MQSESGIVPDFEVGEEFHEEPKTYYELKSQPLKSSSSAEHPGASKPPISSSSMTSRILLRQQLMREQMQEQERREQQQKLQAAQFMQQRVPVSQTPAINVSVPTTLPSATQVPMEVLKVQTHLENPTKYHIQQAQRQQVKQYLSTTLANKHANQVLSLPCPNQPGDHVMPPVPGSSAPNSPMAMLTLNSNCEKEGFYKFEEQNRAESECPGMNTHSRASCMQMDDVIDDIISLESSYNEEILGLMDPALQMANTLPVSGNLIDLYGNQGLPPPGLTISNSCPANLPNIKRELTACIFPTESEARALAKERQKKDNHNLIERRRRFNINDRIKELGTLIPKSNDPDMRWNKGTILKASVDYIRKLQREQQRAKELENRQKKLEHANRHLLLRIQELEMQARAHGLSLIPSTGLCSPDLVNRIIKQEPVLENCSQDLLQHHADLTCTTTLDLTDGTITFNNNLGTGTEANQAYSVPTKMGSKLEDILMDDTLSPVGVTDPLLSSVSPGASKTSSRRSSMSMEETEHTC
Numbers without * were called inactive; x = no result given.

Below each SMILES: FBW7 activator	GPR151 activ	TEAD-YAP block	MITF inh
Cc1ccc(C(O)(C(=O)NN(C(=O)c2ccc(Br)o2)c2ccccc2)c2ccc(C)cc2)cc1
  0.0	-0.5	9	4
CSc1ccccc1C(=O)Nc1cccc(C)c1
  0.1	0.2	7	14
CC[C@@H](Cn1nc(-c2cccs2)oc1=O)NC(=O)Cc1nonc1C
  -0.1	-0.8	-6	0
OCCC1CN(Cc2ccccc2O)CCN1Cc1ccccc1F (centres undefined)
  -0.1	2.3	-1	-6
Cc1cc(=O)oc2cc(OCc3ccc(C(N)=O)cc3)ccc12
  0.0	-2.3	-8	3
CC(C)CN1CCC(CNC(=O)CCc2nnc(Cc3c[nH]c4ccccc34)o2)CC1
  0.0	4.5	-2	5
N#CC1=C(N)Oc2n[nH]c(-c3ccccc3)c2C1c1ccccc1 (centres undefined)
  -0.1	-0.2	-1	-2
O=C(O)CCC/C=C\C[C@@H]1[C@@H](/C=C/C(F)(F)COc2ccccc2)[C@H](O)C[C@@H]1O
  x	1.2	x	13
N#Cc1c(-c2cccs2)cc(-c2ccccc2)nc1SCC(N)=O
  1.2	-1.4	1	16
Cc1ccccc1N1C(=O)C2C3c4ccccc4C(CO)(c4ccccc43)C2C1=O (centres undefined)
  -0.1	-1.1	7	-6
O=C(NCc1ccco1)/C(=C/c1ccco1)NC(=O)c1ccc(Br)cc1
  0.0	0.0	5	13
Nc1ccc(C(=O)OCC(=O)NC2CC2)cc1[N+](=O)[O-]
  0.2	-0.5	1	8
CC(C)c1ccccc1NC(=S)NCCCn1ccnc1
  -0.1	-0.5	7	-2
O=[N+]([O-])c1cc(Oc2ccc(Br)cc2)c2c(c1)Oc1ccccc1C=C2
  0.5	-0.3	-1	21
Cc1ccccc1CN[C@H]1C[C@H]2C(=O)N[C@@H](CO)C(=O)N2C1
  -0.2	2.4	-7	2
COc1ccc(-c2coc3c(C)c(OCCN4CCN(CCO)CC4)ccc3c2=O)cc1
  -0.4	-0.3	-26	-11
CN(C)CCN1CCN(c2nc(-c3ccccc3CO)cnc2N)CC1
  -0.1	-0.7	-9	-2
CCOC(=O)c1c(NC(=O)c2cnccn2)sc2c1CCC(C(C)(C)C)C2 (centres undefined)
  -0.1	0.3	3	2
CCN(CC)CC(=O)Nc1ccccc1
  -0.1	-0.4	-4	0
COc1cc(CNC(=O)c2cc(SC)ccc2Cl)cc(OC)c1OC
  0.2	0.9	4	-1
CSc1nc2ccccc2n1CC(=O)N1CCCCC1
  -0.1	-0.4	4	-1
O=C(CCc1nc(-c2ccccc2F)no1)N1CCN(c2ccccn2)CC1
  0.2	-0.1	3	13
CCOC(=O)C1C2C=CC3(CN(CC(C)C)C(=O)C13)O2 (centres undefined)
  0.0	0.8	-8	6
O=c1[nH]c(N2CCOCC2)nc2c1CN(Cc1ccccc1)CC2
  -0.1	-0.4	-8	-14
C=CCn1c(=S)[nH]c2scc(-c3ccccc3)c2c1=O
  -0.3	-0.2	2	5
CC(Oc1ccc(Cl)cc1Cl)C(=O)Nc1ccc(C(=O)N2C(C)CCCC2C)cc1 (centres undefined)
  -0.1	0.0	-5	1
O=C(N/N=C/c1ccc(Br)cc1)c1ccco1
  0.1	-1.6	-74	-4
CCOc1ccccc1-n1nnc(C(N)=O)c1C
  -0.1	-0.9	1	7
O=C(CSc1nc2ccccc2c(=O)n1-c1ccc(C(=O)N2CCOCC2)cc1)c1ccc(Cl)cc1
  -0.1	1.1	11	3
CC(=O)N(C)c1nnc(-c2cnccn2)s1
  0.6	-0.4	1	9

Record cards (already shown).
Cc1ccccc1N1C(=O)C2C3c4ccccc4C(CO)(c4ccccc43)C2C1=O (centres undefined) is listed as FBW7 activator: -0.1; GPR151 activ: -1.1; TEAD-YAP block: 7; MITF inh: -6
CSc1nc2ccccc2n1CC(=O)N1CCCCC1 is listed as FBW7 activator: -0.1; GPR151 activ: -0.4; TEAD-YAP block: 4; MITF inh: -1

The listing picks up, starting 7 compounds before the break.
Below each SMILES: FBW7 activator	GPR151 activ	TEAD-YAP block	MITF inh
O=c1[nH]c(N2CCOCC2)nc2c1CN(Cc1ccccc1)CC2
  -0.1	-0.4	-8	-14
C=CCn1c(=S)[nH]c2scc(-c3ccccc3)c2c1=O
  -0.3	-0.2	2	5
CC(Oc1ccc(Cl)cc1Cl)C(=O)Nc1ccc(C(=O)N2C(C)CCCC2C)cc1 (centres undefined)
  -0.1	0.0	-5	1
O=C(N/N=C/c1ccc(Br)cc1)c1ccco1
  0.1	-1.6	-74	-4
CCOc1ccccc1-n1nnc(C(N)=O)c1C
  -0.1	-0.9	1	7
O=C(CSc1nc2ccccc2c(=O)n1-c1ccc(C(=O)N2CCOCC2)cc1)c1ccc(Cl)cc1
  -0.1	1.1	11	3
CC(=O)N(C)c1nnc(-c2cnccn2)s1
  0.6	-0.4	1	9
CCCCCOC(=O)C1=C(C)NC2=C(C(=O)CC(C)(C)C2)C1c1cc(OC)c(OC)cc1Br (centres undefined)
  0.0	1.0	-12	0
COc1cc(/C=C2\SC(=S)N(c3cccc(O)c3)C2=O)ccc1OCC(=O)O
  -0.7	-0.1	8	16
CN(C)c1cccc(Nc2ccc(N3CCC(C(=O)NCc4cccnc4)CC3)nn2)c1
  -0.3	0.5	-8	6
CCCCc1nc2c(c3c1C[C@H](C)OC3)CN(C(=O)c1cccnc1)CC2
  -0.1	-0.1	x	-2
CCc1cccc(C)c1NC(=O)C1CC2CCCN2C12C(=O)Nc1ccccc12 (centres undefined)
  0.1	1.7	3	1
O=C(CSc1nnc(-c2ccncc2)n1Cc1ccccc1)NNC(=O)c1ccco1
  0.8	0.1	-3	6
C=Cn1c(C(=O)O)cc(CC)c1-c1ccccc1
  0.0	-0.9	-3	2
O=S(=O)(c1cccc(-c2cn3cccnc3n2)c1)N1CCCC1
  0.1	-0.3	6	10
CCc1cccc2c(C#N)cn(CC(=O)N3CCCCC3)c12
  -0.2	0.2	-2	9
COc1cc(/C=N/n2cnnc2)ccc1OC(C)c1ccccc1 (centres undefined)
  0.4	-1.8	-24	20
COCCNc1ccnc2c(-c3cc(C(F)(F)F)cc(C(F)(F)F)c3)cnn12
  -0.2	-0.1	-3	4
CCOc1ccc(N(C(C)C(=O)Nc2c(C)cccc2C)S(C)(=O)=O)cc1 (centres undefined)
  -0.1	-0.7	2	-9
CCn1c(SCC(=O)Nc2ccccc2Cl)nnc1C(C)C
  -0.1	0.8	19	6
c1ccc(-c2cc(NCC3CCCO3)ncn2)cc1 (centres undefined)
  0.0	-0.5	-21	-2
CCOC(=O)c1c(NC(=O)Cn2ccsc2=N)sc(C)c1C
  -0.2	0.8	-16	-4
Nc1ccc(S(=O)(=O)Nc2nccc(/C=C/c3ccccc3Cl)n2)cc1
  -0.1	-0.8	-6	13
COc1ccc([N+](=O)[O-])cc1N1C(=O)C2C3C=CC(C4CC34)C2C1=O (centres undefined)
  -0.3	0.9	6	3
COc1ccc2c(c1)OC(C)CN(CCC(=O)NCC1(c3ccccc3)CCOCC1)C2 (centres undefined)
  0.7	-1.2	7	9
Fc1ccccc1C1C2=C(Nc3ncnn31)c1cc(Cl)ccc1OC2c1ccncc1 (centres undefined)
  0.1	-1.4	19	11
C[C@@H]1CC2C3CCC4=CC(=O)C=CC4(C)C3(F)[C@@H](O)CC2(C)C1(O)C(=O)CO (some centres undefined)
  0.0	0.3	x	-1
CCCCCCNC(=O)c1c[nH]c2ccc(S(=O)(=O)N3CCC4(CC3)OCCO4)cc2c1=O
  0.0	-0.2	0	8
COc1cc(C(=O)c2ccccc2)c(OC)cc1C(=O)Nc1ccc(N(C)C)cc1
  -0.2	-0.4	-5	17
CCC(C)(C)NC(=O)/C=C/c1ccccc1OC
  0.0	1.0	-6	2
CCNC(=O)c1nn(CC2CC2)c2c1CN(Cc1cccc(OCc3ccccc3)c1)CC2
  0.0	-1.1	1	0
COc1ccccc1OCC(=O)N1CCSC1=NCc1ccccc1
  0.0	1.5	10	-3
CCn1nnnc1SCC(=O)Nc1ccc2c(c1)OCCO2
  0.0	-1.4	-62	3
O=C(c1ccc([N+](=O)[O-])s1)N1CCCc2ccccc21
  0.0	-1.5	-7	13
O=C1CCN(C(=O)c2cccs2)c2ccccc21
  0.3	-0.6	18	16
Cc1ccc(OCC(=O)NS(=O)(=O)c2ccc(C)cc2C)cc1
  0.3	0.1	-1	2
C/C(N)=C(/C#N)C(=O)COC(=O)c1ccc2c(c1)S(=O)(=O)N=C1CCCCCN12
  -0.2	1.6	-4	6

More structures follow.
Below each SMILES: FBW7 activator	GPR151 activ	TEAD-YAP block	MITF inh
O=C1CSC(c2ccccc2[N+](=O)[O-])N1c1ccc(Cl)cn1 (centres undefined)
  -0.2	0.2	1	0
COc1ccc(N/C=C/C(=O)c2ccco2)cc1
  -0.1	-1.3	-10	-5
N=C1C(c2ccccc2)=C(O)CN1c1ccc(S(N)(=O)=O)cc1
  0.1	0.7	3	12
Cc1ccccc1OCC(=O)Nn1nnnc1Nc1ccccc1
  0.1	0.7	-3	-10
O=S(=O)(Cc1ccccc1Cl)N1CCCC1
  0.3	-1.2	-9	15
COC[C@H]1CCCN1C(=O)c1cn2ccsc2n1
  0.1	-0.4	8	4
O=C(COC(=O)Cc1ccc(Br)cc1)NC(=O)NC1CCCC1
  -0.1	1.2	2	-7
Cc1ccc(-n2nc(C(=O)NCc3cccnc3)c3c4ccccc4n(C)c3c2=O)cc1
  0.1	-1.0	-1	15
CC(Oc1cccc(C(F)(F)F)c1)C(=O)NNC(=S)NCc1ccco1 (centres undefined)
  0.0	-1.4	6	1
Cn1c2c(c(=O)n(C)c1=O)C(c1ccccc1F)C(C#N)=C(N)O2 (centres undefined)
  -0.1	-2.2	-21	3
CC(C)(C)SCCNC(=O)CSCc1ccccc1Cl
  -0.1	0.5	-51	4
COc1ccc(CNC(=O)c2sc3nc4cc5c(cc4cc3c2N)OCCO5)cc1
  -0.1	0.0	-95	-4
O=C1CCCN1CCC(=O)N1CCCCC1c1nc2ccccc2[nH]1 (centres undefined)
  -0.1	0.7	5	8
O=C(Nc1nc2ccc(Cl)cc2s1)C1COc2ccccc2O1 (centres undefined)
  0.4	-1.7	-49	-14
CCn1c(SCC(=O)Nc2ccccc2)nnc1C1CC1
  1.0	-2.0	-29	11
O=C(O)c1ccc2c(c1)C(=O)N(c1ccncc1)C2=O
  -0.1	-0.6	-2	0
CCOC(=O)C1=C(C)N=c2s/c(=C\c3cccc(OCc4ccccc4Cl)c3)c(=O)n2C1c1ccc(Cl)cc1 (centres undefined)
  0.2	0.7	1	-12
Cc1sc2nc(CSCC(=O)NCC(F)(F)F)[nH]c(=O)c2c1C
  0.0	1.9	3	7
COc1cccc(CN2CCCCC2)c1
  -0.2	-0.3	1	-5
COc1cc2nc(-c3csc4ccccc34)nc(Nc3ccc(NC(C)=O)cc3)c2cc1OC
  0.2	-1.4	11	23
O=C(COc1ccccc1Cl)Nc1nccs1
  0.2	-11	91*	19
O=C(COc1ccccc1[N+](=O)[O-])Nc1cccc(-c2cc3ccccc3oc2=O)c1
  0.1	1.3	-3	30
O=C(CCc1nnc(CCc2c[nH]c3ccccc23)o1)N1CCc2ccccc2C1
  -0.1	-0.7	-7	5
Cc1ccccc1NC(=O)CSc1n[nH]c(-c2ccncc2)n1
  0.2	1.7	-2	4
c1ccc(CN2CCC(Nc3nc(NC4CC4)c4ncn(-c5ccsc5)c4n3)CC2)cc1
  0.0	0.4	36*	-7
CCOC(=O)/C(C#N)=C/c1cc(C)c(/C=C(\C#N)C(=O)OCC)cc1C
  0.1	0.3	2	24
CCOc1ccc(C(=O)O/N=C(\N)c2cccc([N+](=O)[O-])c2)cc1OCC
  -0.1	-1.0	5	6
CCc1ccc(-n2c(-c3ccccc3)cn3c4c(=O)n(CC(C)=O)c(=O)n(C)c4nc23)cc1
  -0.1	-0.7	2	2
C=CCNC(=S)N(CCCC)C1CCS(=O)(=O)C1 (centres undefined)
  0.1	0.2	14	2
CCOC(=O)C1=C(N)N(c2cccc(Cl)c2C)C2=C(C(=O)CCC2)C1c1ccsc1 (centres undefined)
  0.5	1.9	4	3

Next section
Below each SMILES: FBW7 activator	GPR151 activ	TEAD-YAP block	MITF inh
CC(C)(C)C(=O)NCC(c1cccs1)S(=O)(=O)c1cccs1 (centres undefined)
  -0.1	1.4	-6	1
COCCCNCCOCCOc1cccc(C(C)C)c1
  0.2	1.3	12	34
COc1ccc(-c2nnn(Cc3ccccc3F)n2)cc1
  0.2	0.3	-77	4
O=C(Cn1cnc2ccccc21)N1CCOc2ccc(C(O)CCc3ccccc3)cc2C1 (centres undefined)
  0.7	-0.4	13	6
COc1cccc2cc(C(=O)NCC3(c4ccc(F)cc4)CC3)c(=O)oc12
  0.6	-1.7	-4	21
CC(=O)NC(CC(=O)NNC(=O)COc1c(C)cccc1C)c1ccccc1 (centres undefined)
  0.3	0.0	1	-2
CCNC(=S)Nc1ccc(S(=O)(=O)N2C(C)CCCC2C)cc1 (centres undefined)
  -0.1	-0.2	2	0
CC(=O)N1N=C(c2cccs2)CC1c1cc([N+](=O)[O-])ccc1O (centres undefined)
  -0.1	0.2	2	5
COC(=O)C1=C(C)N(c2ccc(S(N)(=O)=O)cc2)C(=O)C1
  -0.1	0.1	1	-16
CCCCCc1ccc(OC(=O)c2ccc(Cl)cc2)cc1
  0.1	0.9	-10	-2
COc1cc(Nc2ncc(C)c(NCCOc3ccccc3)n2)cc(OC)c1OC
  0.1	0.9	0	12
O=C(Cn1cc([N+](=O)[O-])cn1)Nc1ccc(-c2noc(-c3ccc4c(c3)OCO4)n2)cc1
  -0.2	-0.8	3	4
